MC4R antagonist = MC4R antagonists of cAMP signaling, primary screen, cell-based, TR-FRET, antagonist arm of biased-ligand search; Melanocortin receptor 4 (Homo sapiens), P32245; MC4R-expressing cells, MTII-stimulated cAMP, LANCE TR-FRET; inhibition, % at 6.5 µM; 0.48% of 360,000 active; AID 540295, 2011;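 active means inhibition above its plate's cutoff, the mean of tested wells on that plate plus 3 SD, cut at about 29% in these data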;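 further: 0% = Melanotan II alone and 100% = Melanotan II plus saturating MCL0020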
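system = U2OS cells with stable human MC4R expression | also added = Melanotan II challenge after compound preincubation | dosing = one concentration, 6.5 µM nominal | incubation = compound 30 min, challenge 1 h, detection 1 h | measured by = TR-FRET with Eu-cAMP and labeled anti-cAMP, 671 nm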
ABHD5-PLIN5 inh = ABHD5-PLIN5 interaction inhibitors, primary screen, cell lysate, split luciferase complementation, luminescence; Perilipin-5 (Homo sapiens) + 1-acylglycerol-3-phosphate O-acyltransferase ABHD5 (Homo …; Split G. princeps luciferase complementation, 4 h; inhibition, % at 4 µM; 0.78% of 360,000 active; AID 602281, 2012;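 active means inhibition above the mean inhibition across every tested compound plus 3 SD, cut at about 22% in these data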;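 further: 0% = DMSO only wells and the 100% control is not disclosed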
NCOA2 inhibitor = inhibition of GAL4-SRC2 driven luciferase reporter, primary screen, SRC2 inhibitor project, cell-based, luminescence. Nuclear receptor coactivator 2 (Homo sapiens), Q15596. HEK293 GAL4-SRC2 luciferase reporter. inhibition, % at 9 µM. 0.17% of 370,000 active. AID 651957, 2012;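 active means inhibition above the mean inhibition of all tested compounds plus 3 SD, set per campaign, cut at about 52% in these data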;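 further: 0% = DMSO treated cells and 100% = cells given Gossypol at 36 µM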
TLR9-MyD88 block = inhibitors of TLR9-MyD88 association in cells, primary screen, cell-based, CHO, BLA complementation, fluorescence; inhibition, % at 4.98 µM; 0.21% of 340,000 active; AID 504734, 2011; CCF4 FRET ratio; Toll-like receptor 9 (Homo sapiens) + Myeloid differentiation primary response protein …;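 active means inhibition above the mean over all tested compounds plus 3 SD, cut at about 21% in these data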;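 further: 0% = DMSO only wells and 100% = clavulanate BLA inhibitor control wells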
HTR2A ag = mouse Htr2a agonists via beta-arrestin recruitment, primary screen, cell-based, luminescence; activation, % at 7.6 µM; AID 624169, 2012; 5-hydroxytryptamine receptor 2A (Mus musculus), P35363; 0.66% of 360,000 active; CHO-K1 mHTR2A beta-arrestin complementation; percent of 30 µM serotonin response;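 active means activation above a run cutoff, the mean activation of all tested compounds plus 3 SD, cut at about 14% in these data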;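 further: 0% = plate median of compound wells and 100% = 30 µM serotonin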
Target sequence (P35363 whole entry, looked up): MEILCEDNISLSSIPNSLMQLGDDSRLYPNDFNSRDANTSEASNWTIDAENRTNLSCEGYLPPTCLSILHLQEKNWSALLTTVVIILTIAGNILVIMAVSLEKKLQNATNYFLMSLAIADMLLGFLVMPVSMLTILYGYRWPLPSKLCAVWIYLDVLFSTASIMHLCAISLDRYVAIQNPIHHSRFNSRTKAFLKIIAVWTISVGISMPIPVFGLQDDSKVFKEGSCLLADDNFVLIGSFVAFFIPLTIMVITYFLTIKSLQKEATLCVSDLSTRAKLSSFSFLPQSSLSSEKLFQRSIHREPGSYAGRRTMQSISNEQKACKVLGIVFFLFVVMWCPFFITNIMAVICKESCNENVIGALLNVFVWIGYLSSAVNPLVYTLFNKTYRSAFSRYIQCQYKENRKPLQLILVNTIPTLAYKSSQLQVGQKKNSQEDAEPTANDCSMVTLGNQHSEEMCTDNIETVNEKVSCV
MC4R ag barr = MC4R agonists recruiting beta-arrestin, primary screen, cell-based, luminescence, agonist arm of biased-ligand search. Melanocortin receptor 4 (Homo sapiens), P32245. U2OS MC4R beta-arrestin complementation; percent of melanotan II response, DMSO zero. activation, % at 8.9 µM. 0.98% of 360,000 active;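 active means activation above a per-plate cutoff, the mean activation of sample wells on that plate plus 3 SD, cut at about 8% in these data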
Cardio protect = cardioprotection against H2O2-induced cell death, primary screen, uHTS, H9c2 cells, ATPLite luminescence; H9c2 cardiomyocytes, H2O2 injury protection, 2 h; protection from H2O2 cell death, % at 20 µM; 0.63% of 360,000 active;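 active means compounds giving at least 50% protection of heart cells from peroxide-induced death in the single-dose screen, raw or plate-pattern-corrected value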;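 further: 0% = DMSO wells with peroxide and 100% = DMSO wells without peroxide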
NOD2 RIPK2 PPI = NOD2-RIPK2 binding disruptors in cells, primary screen, fluorescence, CHO cells, BLA complementation; Receptor-interacting serine/threonine-protein kinase 2 (Homo sapiens), O43353; CCF4 ratio; inhibition, % at 4.98 µM; 0.38% of 360,000 active; AID 624267, 2012; in the data active means inhibition above about 21%;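 further: 0% = vehicle only and 100% = reference blocker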
Target sequence (O43353 whole entry, looked up): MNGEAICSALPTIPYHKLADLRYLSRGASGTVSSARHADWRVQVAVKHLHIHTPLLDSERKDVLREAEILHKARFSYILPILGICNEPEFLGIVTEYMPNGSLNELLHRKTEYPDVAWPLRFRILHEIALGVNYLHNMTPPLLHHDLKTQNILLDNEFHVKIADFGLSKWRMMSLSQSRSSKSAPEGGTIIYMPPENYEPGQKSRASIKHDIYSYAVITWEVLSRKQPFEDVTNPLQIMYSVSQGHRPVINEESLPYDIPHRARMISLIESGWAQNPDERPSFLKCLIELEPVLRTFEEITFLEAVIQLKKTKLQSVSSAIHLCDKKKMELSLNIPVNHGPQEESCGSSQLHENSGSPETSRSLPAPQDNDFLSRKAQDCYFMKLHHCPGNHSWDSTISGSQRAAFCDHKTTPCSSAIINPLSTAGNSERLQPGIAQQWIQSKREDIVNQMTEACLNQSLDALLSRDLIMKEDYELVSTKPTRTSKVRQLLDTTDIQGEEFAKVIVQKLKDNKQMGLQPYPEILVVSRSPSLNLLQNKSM
ABCB6 inh 2 = ABCB6 transporter inhibitors, primary screen, K562-ABCB6 cells, flow cytometry, MLPCN library | AID 602162, 2011 | K562-ABCB6 porphyrin accumulation, 1 h; hits give low values | 0.19% of 360,000 active | fluorescence ratio to DMSO, % at 10 µM | ATP-binding cassette sub-family B member 6 (Homo sapiens), Q9NP58;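 active means fluorescence ratio to DMSO below 75%, the collection mean minus 3 SD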;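 further: signal is porphyrin accumulated inside mitochondria; 100% equals median channel fluorescence of DMSO control wells; lower ratio means ABCB6 inhibition with less porphyrin fluorescence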
Glyco luc inh = increase of ERlucT glycosylation luciferase signal, primary screen, N-linked glycosylation inhibitor project, D54 ERlucT cells, luminescence, set 2. D54 ERlucT glycosylation luciferase reporter, 24 h; percent of 100 nM tunicamycin response. reporter increase, % at 12.5 µM. 0.23% of 360,000 active. AID 588692, 2011;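 active means mean luciferase reporter signal, scaled so untreated is 0 and the glycosylation-blocking control 100, at or above a set limit in every replicate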;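 further: luciferase carries N-glycosylation sites so blocking glycosylation raises the light; 0% = median of neutral control wells and 100% = median of 100 nM tunicamycin wells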
* marks the source's active call; other numbers are inactive results; nt = not tested or not shown. Some of the compounds tested. The share of hits here may be higher or lower than overall.

The first 2 compounds (preview)
SMILES	MC4R antagonist	ABHD5-PLIN5 inh	NCOA2 inhibitor	TLR9-MyD88 block	HTR2A ag	MC4R ag barr	Cardio protect	NOD2 RIPK2 PPI	ABCB6 inh 2	Glyco luc inh
O=C(O)c1cc2ncc(CCO)cn2n1	1	3	7	-11	0	-1.9	-3	-4	98	3
COCCCN1C(=O)CC(C(=O)OC)=C1C	5	1	14	5	-2	-0.8	0	-17	94	-1

This part in full, from the first entry:
SMILES	MC4R antagonist	ABHD5-PLIN5 inh	NCOA2 inhibitor	TLR9-MyD88 block	HTR2A ag	MC4R ag barr	Cardio protect	NOD2 RIPK2 PPI	ABCB6 inh 2	Glyco luc inh
O=C(O)c1cc2ncc(CCO)cn2n1	1	3	7	-11	0	-1.9	-3	-4	98	3
COCCCN1C(=O)CC(C(=O)OC)=C1C	5	1	14	5	-2	-0.8	0	-17	94	-1
COc1ccc2oc(C(=O)N(C)Cc3ccc4c(c3)OCCO4)c(C)c2c1	0	4	-53	4	-5	-2.2	-7	-1	98	1
Cc1cc(C)n2cc(CSc3nnnn3C)nc2n1	4	3	-10	-2	1	-0.6	4	1	107	0
Cc1cc(OCC(F)(F)C(F)(F)C(F)(F)C(F)F)nc(N)n1	-2	2	-9	-1	3	-0.7	-6	3	89	0
Fc1ccc(Br)cc1C1C=C(c2cccnc2)Nc2ncnn21 (configuration not stated)	-2	2	nt	24*	6	1.7	4	49*	102	17
COc1ccc(C2c3ccc4ccccc4c3Oc3ncn(CCN4CCOCC4)c(=N)c32)cc1 (configuration not stated)	17	11	-8	-2	3	0.6	-12	6	98	-1
Cc1c(Cl)cccc1NC(=O)CNc1ccccc1F	2	11	-5	-5	3	4.2	2	-15	95	-8
COc1ccccc1Nc1nnc(SCC(=O)Nc2nc(-c3ccc(F)cc3)cs2)s1	8	-6	3	-8	1	5.9	6	-3	96	10
CCC(C)NC(=O)c1ccc(Cl)c(S(=O)(=O)Nc2ccccc2N2CCOCC2)c1 (configuration not stated)	1	0	28	-8	0	-0.2	5	3	97	-1
CC1CCCCC1NC(=O)COC(=O)CCC(=O)c1cccs1 (configuration not stated)	6	9	-6	-7	-2	-0.2	2	8	100	0
Cc1ccc(NC(=S)NC(=O)C2CCCC2)c(Br)c1	4	-12	-58	-8	1	0.3	-16	-1	106	-7
CCCCn1cnc2c(c(CC#N)nn2-c2ccccc2)c1=N	-3	1	-8	6	1	-2.4	-2	3	104	5
CSc1nc(O)c(C(c2ccc(C)cc2)c2c(O)nc(SC)[nH]c2=O)c(=O)[nH]1	3	15	2	10	0	-1.7	-3	4	99	0
Cc1cc(NC(=O)c2nn(C)c(C)c2[N+](=O)[O-])no1	11	-7	11	3	3	0.9	5	-12	103	0
CC(=O)c1cccc(NC(=O)C(C)OC(=O)c2ccc3ncsc3c2)c1 (configuration not stated)	5	-7	2	11	8	2.4	-5	-8	100	-1
CCN(CC)c1ccc2cc(C(=O)O)c(=O)oc2c1	8	12	5	-4	5	-0.4	5	3	89	0
Cc1ccc(S(=O)(=O)NC(=S)c2ccccc2)cc1	5	12	-19	0	4	2.2	-1	-8	93	0
O=C(COC(=O)CCSc1ccc(Cl)cc1)NCc1ccccc1	6	-9	-12	8	0	0.9	-7	-1	103	0
Cc1cc(C)c(S(=O)(=O)N2CCCCC2CCNC(=O)C(=O)NCCN2CCOCC2)c(C)c1 (configuration not stated)	15	-4	10	-3	-11	-3.1	-2	7	97	-2
COc1ccccc1NC(=O)CC1SC(=N)N(c2ccccc2)C1=O (configuration not stated)	-3	-3	4	6	-2	0.3	-2	-3	85	3
CCCn1c(NCc2c[nH]c3ccccc23)nc2ccccc21	3	4	-35	-5	-6	-1.0	-12	8	103	-1
CCC(C)C(NS(=O)(=O)c1ccc(C)cc1)C(=O)Oc1ccc2c3c(c(=O)oc2c1)CCC3 (configuration not stated)	11	-1	-7	-11	5	0.8	5	-10	96	-2
CCOC(=O)C1CCCN(C(=O)c2ccc(F)c(Cl)c2)CC1 (configuration not stated)	5	-3	1	nt	2	-0.7	-2	-7	92	1
O=S(=O)(c1ccc(S(=O)(=O)N2CCN3CCCC3C2)cc1)N1CCCC1 (configuration not stated)	5	6	4	3	-3	2.4	4	-6	102	1

(list continues)
SMILES	MC4R antagonist	ABHD5-PLIN5 inh	NCOA2 inhibitor	TLR9-MyD88 block	HTR2A ag	MC4R ag barr	Cardio protect	NOD2 RIPK2 PPI	ABCB6 inh 2	Glyco luc inh
CCNC(=O)N(C)c1c(CC)nc2ccc(C(=O)N3CCN(S(=O)(=O)CC)CC3)cn12	5	3	16	nt	0	-0.6	-2	-7	100	-2
C=CCn1c(NC(=O)c2ccc(Br)o2)c(C(=O)OCC)sc1=S	5	-6	3	5	8	0.2	-3	-1	103	0
CCOc1ccc(N2CC(C(=O)NC(C)C)CC2=O)cc1 (configuration not stated)	1	2	4	7	7	1.3	1	2	104	1
CCC(=O)NC(=S)Nc1ccc(Cl)cn1	5	-4	9	-10	-2	-1.6	-1	-3	98	1
O=C(c1ccc2c3n(nc2c1)-c1ccccc1CO3)N1CCOCC1	13	3	nt	3	-3	-1.0	-5	-7	97	-11
COc1cccc(/C=N/Nc2ncnc3scc(-c4ccccc4)c23)c1O	4	14	28	9	-1	-4.4	70*	11	92	-13
C=CCc1cccc2cc(C(=O)NC3=C(C#N)CCC3)c(=O)oc12	9	-2	-2	-15	4	2.6	3	-15	121	0
Cc1ccc(S(N)(=O)=O)cc1NC(=O)c1ccc2c3c(cccc13)CC2	2	2	-7	1	-1	0.0	-6	-24	105	0
CN(C(=S)NC(=O)C1CC1)c1ccc(O)cc1	4	-5	-11	6	0	-2.0	2	-14	92	1
CC(C)CCN1CCC(CN2C(=O)C(=O)NC[C@@H]2Cc2ccccc2)CC1	7	8	-4	-1	-1	-2.2	0	-12	98	2
COc1ccc(C2=NOC(C(=O)Nc3cccnc3)C2)cc1OC (configuration not stated)	3	-1	16	8	5	-0.4	2	8	96	-2
O=C(CC(Sc1ccccc1)c1cccs1)c1ccco1 (configuration not stated)	-7	-3	-43	10	-2	-0.3	-8	-5	86	6
Cc1nn(CC(=O)Nc2c(F)c(F)cc(F)c2F)c(=O)c2cccn12	-2	-2	-34	0	7	-1.9	15	-1	102	-1
CCC(=O)N(Cc1ccc2c(c1)OCO2)Cc1cc2cc(OC)ccc2[nH]c1=O	-5	9	-5	8	-2	-0.9	7	-1	95	-2
Cc1[nH]n(-c2ccccc2)c(=O)c1N=Nc1ccc(F)cc1	15	-4	-17	4	1	3.3	-3	-10	96	0
Cc1ccc(NC(=O)COC(=O)Cc2cccs2)cc1S(=O)(=O)N1CCOCC1	5	8	-3	-5	-7	-1.5	10	1	98	3
CCOC(=O)c1sc(NC(=O)c2c(C)nn(Cc3ccccc3)c2C)cc1C	9	-2	9	8	-3	0.5	-22	-9	100	-5
COc1ccc(CNC(=O)CN2C(=O)c3ccccc3S2(=O)=O)cc1	4	-1	-4	3	-1	0.2	0	-3	104	1
C/C(=N\NC(=O)C(=O)Nc1cccc(C(F)(F)F)c1)c1ccc(Cl)s1	3	1	-9	-1	2	-1.2	-2	-4	100	1
O=C(Cc1ccc2c(c1)OCCO2)Nc1ccc(Cl)c(S(=O)(=O)N2CCOCC2)c1	5	-1	3	2	-3	-1.1	-10	-6	94	-1
CCCC(=O)N1CCC1(C)C(=O)Nc1ccccc1C(C)(C)C (configuration not stated)	-2	-5	-16	nt	1	-2.2	-2	-1	100	3
CCCC12CN3CC(C)(CN(C1)C3c1cccs1)C2=O (configuration not stated)	1	-3	-8	nt	2	-1.5	2	-9	96	-1
O=C(OCC(=O)N1CCc2ccccc21)[C@@H]1CC(O)CN1S(=O)(=O)c1ccc(Cl)cc1 (some centres not stated)	11	5	6	-4	-9	-0.7	-6	-2	95	4
CN(C)c1ccc(CNS(=O)(=O)c2csc(C(N)=O)c2)cc1	1	7	8	4	6	-1.2	-4	-13	106	0
COc1ccc(-c2ccc(=O)n(Cc3cccc([N+](=O)[O-])c3)n2)cc1	-4	7	13	7	-7	-0.4	-20	-7	94	-7
COc1ccc(C2CC(=O)C3=C(C2)Nc2ncnn2C3c2ccccc2C)cc1 (configuration not stated)	13	-1	-9	-7	0	0.5	14	-11	95	-1
CNC(=O)c1cc2cc(OC)ccc2oc1=N	-2	-1	-15	1	3	1.2	-7	6	101	8
Cn1c(SCC(=O)NNC(=O)c2ccc(Br)cc2)nnc1-c1cccnc1	3	0	8	-1	-1	-3.4	-2	3	101	-1

Given with two lines to a compound: nine of the compounds above.
Every second line gives: MC4R antagonist, ABHD5-PLIN5 inh, NCOA2 inhibitor, TLR9-MyD88 block, HTR2A ag, MC4R ag barr, Cardio protect, NOD2 RIPK2 PPI, ABCB6 inh 2, Glyco luc inh
- C/C(=N\NC(=O)C(=O)Nc1cccc(C(F)(F)F)c1)c1ccc(Cl)s1
    3, 1, -9, -1, 2, -1.2, -2, -4, 100, 1
- O=C(Cc1ccc2c(c1)OCCO2)Nc1ccc(Cl)c(S(=O)(=O)N2CCOCC2)c1
    5, -1, 3, 2, -3, -1.1, -10, -6, 94, -1
- CCCC(=O)N1CCC1(C)C(=O)Nc1ccccc1C(C)(C)C (configuration not stated)
    -2, -5, -16, nt, 1, -2.2, -2, -1, 100, 3
- CCCC12CN3CC(C)(CN(C1)C3c1cccs1)C2=O (configuration not stated)
    1, -3, -8, nt, 2, -1.5, 2, -9, 96, -1
- O=C(OCC(=O)N1CCc2ccccc21)[C@@H]1CC(O)CN1S(=O)(=O)c1ccc(Cl)cc1 (some centres not stated)
    11, 5, 6, -4, -9, -0.7, -6, -2, 95, 4
- CN(C)c1ccc(CNS(=O)(=O)c2csc(C(N)=O)c2)cc1
    1, 7, 8, 4, 6, -1.2, -4, -13, 106, 0
- COc1ccc(-c2ccc(=O)n(Cc3cccc([N+](=O)[O-])c3)n2)cc1
    -4, 7, 13, 7, -7, -0.4, -20, -7, 94, -7
- COc1ccc(C2CC(=O)C3=C(C2)Nc2ncnn2C3c2ccccc2C)cc1 (configuration not stated)
    13, -1, -9, -7, 0, 0.5, 14, -11, 95, -1
- CNC(=O)c1cc2cc(OC)ccc2oc1=N
    -2, -1, -15, 1, 3, 1.2, -7, 6, 101, 8

Screening results from PubChem BioAssay.
